# From PubChem BioAssay
# PAX8 reporter: PAX8 transcriptional activity inhibition. AID 652154. RMG-I TPO-luciferase reporter, SteadyGlo, 24 h. 360,000 compounds, 1.2% hits. inhibition, % at 12.6 µM;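 active means mean replicate inhibition at least 60% with every replicate also reaching 60%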;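 further: luciferase light reporting Pax8 driven TPO promoter activity; plate controls were median of neutral control wells for no effect and mitoxantrone controls for full effect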
# GSIS activator: primary screen for activators of insulin secretion dependent on glucose, INS-1E cells, GLuc reporter luminescence | INS-1E GLuc reporter insulin secretion, 2-3 h | activation, % at 16.6 µM | 370,000 compounds, 0.61% hits | AID 743287;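 active means lowest replicate activation of at least 40%, so every replicate reaches that level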;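 further: 0% = median of neutral control wells and 100% = median of IBMX positive control wells; some compounds called inactive have numbers as strong as hits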
# PglD DTNB: PglD (C. jejuni) enzyme inhibition; AID 602405; 360,000 compounds, 0.098% hits; inhibition, % at 12.5 µM; purified PglD enzyme, DTNB colorimetric CoA detection; in the data active means inhibition above about 16%, passing the limit was not always enough; further: strong numbers were not always called active
# Statin myotox sup: suppressors of simvastatin-induced myotoxicity in C2C12 myotubes; AID 602340; ATP luminescence, 48 h; scaled: DMSO 0, geranylgeraniol control 100; 330,000 compounds, 0.78% hits; rescue of ATP level, % at 7.49 µM;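 active means mean ATP rescue above about 67%, or every replicate alone reaching that limit, limit read from the data, passing the limit was not always enough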;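 further: myotubes were challenged with 10 µM simvastatin during compound exposure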
# PGC1a acetyl inh: modulators of PGC1a acetylation; U2OS PGC1a acetylation, AlphaScreen anti-acetyl-lysine; with virally co-expressed GCN5 acetyltransferase; inhibition, % at 15.6 µM; 350,000 compounds, 0.17% hits;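 active means every replicate shows inhibition of at least 40%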;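 further: 0% = neutral control wells and 100% = positive control wells; some results beyond the cut were filed as inactive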
# ARNT-TACC3 inh: disruptors of human ARNT/TACC3 interaction; Q9Y6A5; inhibition, % at 9.99 µM; 390,000 compounds, 0.66% hits; AlphaScreen His-ARNT PAS-B/GST-TACC3 binding, luminescence; TACC3 fragment carries E629A point mutation;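 active means mean inhibition of replicates at least 50% and at least half of replicates each reaching 50%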;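 further: 0% = complete ARNT plus TACC3 wells and 100% = ARNT alone without TACC3; many hits fall short of the cut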
# LGR2 inh: Drosophila LGR2 receptor signaling inhibition; HEK293 LGR2, CRE-luciferase, bursicon-stimulated, 4 h; inhibition, % at 9.99 µM; 380,000 compounds, 0.35% hits; AID 720647;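 active means drop in luminescence signal, shown as inhibition above about 50% in the replicate tests, limit read from the data, passing the limit was not always enough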;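 further: agonist challenge used bursicon conditioned medium at about half maximal strength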
# Cneo AK release: causes C. neoformans cell lysis. adenylate kinase release luminescence, 4 h; normalised: neutral wells 0, clomiphene wells 100. lysis activity, % at 15 µM. 360,000 compounds, 0.2% hits. AID 651654;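 active means mean lysis activity across replicates of at least 80%, whatever share of replicates individually reach that level; inactive means mean lysis activity below 80%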
#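 Test system: log-phase Cryptococcus neoformans yeast cells; Quantity: yeast cell density of 5 × 10^6 cells/mL; Buffer or medium: YPD; Doses: single compound concentration per well; Timing: 4 h at 37 °C static, read 1 h later; Measured by: AK luminescence; Read-out basis: lysis from increased AK signal; Control set: Clomiphene as positive control.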
# * hit, by the source's call; / = not tested or not shown; & = joins results of further samples.
1: COc1cc(C2/C(=C(\O)c3ccc4c(c3)OCCO4)C(=O)C(=O)N2c2nnc(C)s2)cc(OC)c1OC (configuration not stated)
2: Cc1ccc(C(O)(C(=O)NNc2ccc3ccccc3n2)c2ccc(C)cc2)cc1
3: Cc1ccc(S(=O)(=O)N2C(=O)c3cccc4cccc2c34)cc1
4: CC(C)CCN1CCN=C1N(C)C
5: COC(=O)c1c(C(=O)OC)c(-c2ccccc2)n2c1CCC2

entry no.,1,2,3,4,5
PAX8 reporter,-18,1&35,25,-12,/
GSIS activator,7,-21&-19,3,7,9
PglD DTNB,4,0,2,14,-6
Statin myotox sup,1,/,5,1,/
PGC1a acetyl inh,-2,-5,2,-2,6
ARNT-TACC3 inh,3,-3&-4,21,-12,21
LGR2 inh,13,22&22,1,4,-6
Cneo AK release,3,/,-4,-4,-4

6: C[C@H](CO)N1C[C@H](C)[C@H](CN(C)C(=O)C2CC2)Oc2ncc(-c3cccc(C#N)c3)cc2C1=O
7: Oc1ccc(Cl)cc1CNCc1ccc(Cl)nc1
8: CN(C)CC(=O)N[C@@H]1CC[C@@H](CCNC(=O)Nc2ccc(C(F)(F)F)cc2)O[C@@H]1CO
9: CCOC(=O)C1CCCN(CCC(=O)Nc2cccc(C)c2)C1 (configuration not stated)
10: COc1ccc(C(C)NC(=O)Cc2cccs2)cc1OC (configuration not stated)

entry no.,6,7,8,9,10
PAX8 reporter,/,-30,-3,11,-11
GSIS activator,-3,-7,27,0,46
PglD DTNB,0,-2,1,/,-1
Statin myotox sup,30,-1,-22,/,/
PGC1a acetyl inh,0,-16,9,3,/
ARNT-TACC3 inh,-7,-7,0,-17,-3
LGR2 inh,11,-8,-13,-11,3
Cneo AK release,-6,5,-9,/,-2

# Brought forward from above: four compounds, followed by the next part.
7: Oc1ccc(Cl)cc1CNCc1ccc(Cl)nc1
8: CN(C)CC(=O)N[C@@H]1CC[C@@H](CCNC(=O)Nc2ccc(C(F)(F)F)cc2)O[C@@H]1CO
9: CCOC(=O)C1CCCN(CCC(=O)Nc2cccc(C)c2)C1 (configuration not stated)
10: COc1ccc(C(C)NC(=O)Cc2cccs2)cc1OC (configuration not stated)
11: CCOC(=O)/C(C#N)=C1\C=CN(C)C(C)=N1
12: Brc1ccc(CNCCCSc2ncccn2)cc1
13: CCOc1ccc(S(=O)(=O)N2CCCC(C(=O)N3CCCC3)C2)cc1 (configuration not stated)
14: CCc1ccc(N2C(=O)C3CCCN3C2=S)cc1 (configuration not stated)
15: N#CC1=C(N)Oc2cc(O)c(Cl)cc2C1c1cccnc1 (configuration not stated)

entry no.,7,8,9,10,11,12,13,14,15
PAX8 reporter,-30,-3,11,-11,/,-1,4,-11,-3
GSIS activator,-7,27,0,46,/,21,7,1,-10
PglD DTNB,-2,1,/,-1,-4,-2,-5,2,-9
Statin myotox sup,-1,-22,/,/,/,5,/,8,0
PGC1a acetyl inh,-16,9,3,/,15,2,/,-1,-2
ARNT-TACC3 inh,-7,0,-17,-3,-6,2,-2,-4,30
LGR2 inh,-8,-13,-11,3,/,7,-2,3,6
Cneo AK release,5,-9,/,-2,0,-1,6,-3,1

16: Cn1c(C(=O)N2CCC(C(=O)NCc3ccccc3)CC2)cc2sccc21
17: CC(C)(C)C1CCc2c(C(=O)N/N=C/c3cccs3)csc2C1 (configuration not stated)
18: COc1cccc(S(=O)(=O)Nc2ccc3c(c2)C(=O)N(C)[C@@H]2CC[C@@H](CC(=O)O)O[C@H]2CO3)c1
19: C[C@@H]1CN([C@@H](C)CO)C(=O)c2cc(NC(=O)Nc3cccc4ccccc34)ccc2O[C@@H](C)CCCCO[C@H]1CN(C)Cc1ccccc1
20: C[C@H]1CCCCO[C@H](CN(C)Cc2ccc3c(c2)OCO3)[C@@H](C)CN([C@@H](C)CO)C(=O)c2cc(NC(=O)Nc3ccc(F)cc3)ccc2O1

entry no.,16,17,18,19,20
PAX8 reporter,10,/,-11,-2,21
GSIS activator,-12,12,2,-5,-14
PglD DTNB,3,-1,-3,-1,1
Statin myotox sup,2,0,-11,/,-429
PGC1a acetyl inh,6,-4,-9,-5,-3
ARNT-TACC3 inh,4,-4,-1,11,3
LGR2 inh,-9,/,1,-6,-18
Cneo AK release,1,2,-6,-2,-5

21: CC(C)n1c(C(F)(F)F)nc2cc(C(=O)N3CCOCC3)ccc21
22: O=C(CCCC(=O)OCC(Cl)=C(Cl)Cl)Nc1cccc(F)c1
23: CO[C@H]1CN(C)C(=O)c2ccc(NS(=O)(=O)c3ccccc3)cc2OC[C@H](C)N(C)C[C@H]1C
24: CCCCn1c(-c2ccsc2)nc2c1c(=O)[nH]c(=O)n2CCC
25: CCCCNc1nc(=S)n(-c2ccccc2)c(C)c1C(C)=O

entry no.,21,22,23,24,25
PAX8 reporter,-11,-10,/,6,-4
GSIS activator,6,/,6,/,6
PglD DTNB,-7,5,/,3,6
Statin myotox sup,1,3,-3,-4,1
PGC1a acetyl inh,-1,0,9,-4,8
ARNT-TACC3 inh,-12,-5,/,0,/
LGR2 inh,24,/,-8,/,21
Cneo AK release,0,-3,/,-2,-7

26: C[C@H](CO)N1C[C@H](C)[C@@H](CN(C)Cc2ccc(Cl)c(Cl)c2)Oc2c(NC(=O)Nc3ccccc3)cccc2C1=O
27: COC(=O)CCCCCC(CCC(=O)OC)NC(C)=O (configuration not stated)
28: CC(C)CNS(=O)(=O)c1ccc2c(c1)OCCO2
29: Cc1ccc(C(=O)Nc2ccc3c(c2)CCC3)o1
30: NS(=O)(=O)c1cccc(NC(=O)c2ccc(NS(=O)(=O)c3cccc([N+](=O)[O-])c3)cc2)c1

entry no.,26,27,28,29,30
PAX8 reporter,10,/,-1,/,-6
GSIS activator,-27,/,/,-3,/
PglD DTNB,0,-2,-3,-4,0
Statin myotox sup,-26,4,10,-8,3
PGC1a acetyl inh,-5,-5,9,-8,0
ARNT-TACC3 inh,7,-4,1,1,-1
LGR2 inh,6,/,/,/,-4
Cneo AK release,0,-1,0,-3,3

31: Cc1ccc(C)c2nc(N3CCCC3)c(C#N)cc12
32: COc1ccc(S(=O)(=O)N2C[C@H](O)COC[C@H]3O[C@H](CC(=O)NCCCN4CCOCC4)CC[C@@H]32)cc1
33: CC(C)Nc1nc(-c2ccccc2CO)c2sccc2n1
34: COc1ccc(S(=O)(=O)Nc2ccc3c(c2)C(=O)N([C@H](C)CO)C[C@@H](C)[C@@H](CN(C)C(=O)Nc2c(C)noc2C)OCCCC[C@@H](C)O3)cc1
35: O=C(OCc1c(F)cccc1Cl)c1cccc(S(=O)(=O)N2CCOCC2)c1

entry no.,31,32,33,34,35
PAX8 reporter,/,-4,-23,4,1
GSIS activator,-11,5,/,-11,-6
PglD DTNB,-7,2,3,0,-5
Statin myotox sup,-13,7,6,18,0
PGC1a acetyl inh,-10,5,-14,-6,/
ARNT-TACC3 inh,/,-36,/,-2,/
LGR2 inh,-8,3,-13,2,0
Cneo AK release,1,-1,3,-2,1

36: COc1ccc(CN(C)C[C@@H]2Oc3ccc(NC(=O)Nc4ccc(F)cc4)cc3CC(=O)N([C@H](C)CO)C[C@H]2C)cc1
37: COc1ccc(C(=O)N2CCOC2CNC(=O)C(=O)NCc2ccccc2Cl)cc1 (configuration not stated)
38: N/C(COc1ccc(Cl)cc1)=N\NS(=O)(=O)c1ccccc1
39: CCOC(=O)c1ccc(S(=O)(=O)Nc2cc(S(=O)(=O)N3CCOCC3)ccc2O)cc1
40: CCCC#Cc1ccc([C@H]2[C@@H](CO)N3CCCCN(S(=O)(=O)c4ccccc4F)C[C@H]23)cc1

entry no.,36,37,38,39,40
PAX8 reporter,-10,/,/,-13,9
GSIS activator,-21,4,/,-8,-17
PglD DTNB,1,-3,-1,4,8
Statin myotox sup,24,1,1,5,-9
PGC1a acetyl inh,-7,/,7,/,-1
ARNT-TACC3 inh,4,-6,-2,2,10
LGR2 inh,30,10,/,2,-7
Cneo AK release,115*,0,-1,0,-2

41: COc1ccc(C(=O)Nn2c(CCC(=O)O)ccc2-c2ccc(C)cc2)cc1OC
42: CO[C@@H]1CN(C)C(=O)c2cc(NC(C)=O)ccc2OC[C@H](C)N(S(C)(=O)=O)C[C@H]1C
43: Cc1csc(CN(C)C(=O)CC2C(=O)NCCN2Cc2ccc(F)c(F)c2)n1 (configuration not stated)
44: C[C@@H]1CN([C@@H](C)CO)C(=O)Cc2cc(NC(=O)Nc3ccccc3)ccc2O[C@H]1CN(C)Cc1ccc2c(c1)OCO2
45: C[C@H](CO)N1C[C@H](C)[C@@H](CN(C)Cc2ccc3c(c2)OCCN3C)OCc2cn(nn2)CCCC1=O

entry no.,41,42,43,44,45
PAX8 reporter,4,-6,-1,11,/
GSIS activator,-7,0,1,-23,14
PglD DTNB,/,-1,1,-1,-1
Statin myotox sup,8,0,1,-17,12
PGC1a acetyl inh,1,-7,-7,-12,-2
ARNT-TACC3 inh,-4,-4,-1,8,0
LGR2 inh,18,4,-1,11,20
Cneo AK release,/,-7,7,1,11

46: O=C(NCCC1=CCCCC1)c1cnc2n(c1=O)CCS2
47: CC(C)(C)n1nc2c(c1NC(=O)COc1ccc(Cl)cc1)CSC2
48: CC1CCCCN1C(=S)Nc1ccc(OC(F)F)cc1 (configuration not stated)
49: Cc1cc(S(=O)(=O)N(Cc2ccccn2)Cc2ccco2)ccc1-n1cnnn1
50: Cc1cc2cc(C(c3nnnn3Cc3ccccc3)N3CCc4ccccc43)c(=O)[nH]c2cc1C (configuration not stated)

entry no.,46,47,48,49,50
PAX8 reporter,/,/,-11,/,49
GSIS activator,1,/,-7,-4,/
PglD DTNB,0,-7,/,-4,-3
Statin myotox sup,7,14,/,16,4
PGC1a acetyl inh,4,7,/,14,3
ARNT-TACC3 inh,-2,-19,-2,4,-19
LGR2 inh,/,/,2,-9,/
Cneo AK release,0,0,/,-1,-1

51: CC(C)(c1cc(Br)c(O)c(Br)c1)c1cc(Br)c(O)c(Br)c1
52: O=C(Cc1ccccc1)N[C@H]1C=C[C@H](CC(=O)N2CCOCC2)O[C@@H]1CO
53: Cc1nnc(N(Cc2ccco2)C(=O)c2ccc(C#N)cc2)s1
54: Cc1ccc(N2CC(C(=O)Nc3ccc(S(=O)(=O)N4CCOCC4)cc3)CC2=O)cc1 (configuration not stated)
55: COc1ccc(NS(=O)(=O)c2ccc(C)c(NC(=O)CNC(=O)c3ccco3)c2)cc1

entry no.,51,52,53,54,55
PAX8 reporter,/,-11,/,/,-2
GSIS activator,1,33,/,-8,-4
PglD DTNB,0,1,-2,0,-1
Statin myotox sup,0,-17,/,-43,-3
PGC1a acetyl inh,0,-8,-13,-3,/
ARNT-TACC3 inh,/,5,-1,-2,-3
LGR2 inh,2,-5,/,-3,4
Cneo AK release,3,-2,-3,-7,1

56: CCC1CCC(C(=O)NC(C(=O)NCCc2ccc(S(N)(=O)=O)cc2)C(C)C)CC1 (configuration not stated)
57: O/N=C/c1nc2cc(Cl)ccc2o1
58: O=C(Cn1nc(C(F)(F)F)c2c1CCC2)NCc1ccc(Cl)cc1
59: N=C1C(=O)OCC1c1ccccc1NC(=O)CN1CCOCC1 (configuration not stated)
60: CC(C(=O)NCCSCc1cccc(Cl)c1)N(c1ccccc1)S(C)(=O)=O (configuration not stated)

entry no.,56,57,58,59,60
PAX8 reporter,0,21,/,/,11
GSIS activator,-1,20,/,/,-50
PglD DTNB,0,/,3,-3,-7
Statin myotox sup,-4,/,0,3,6
PGC1a acetyl inh,4,4,/,6,5
ARNT-TACC3 inh,-10,-9,-6,-2,12
LGR2 inh,-7,10,/,13,7
Cneo AK release,-1,/,1,0,-1
